# Screens: PubChem, several laboratories
# HTRA1 inh: inhibitors of human serine peptidase HTRA1. recombinant HTRA1, FP-rhodamine activity-based probe, fluorescence polarization. inhibition, % at 5.96 µM. 340,000 compounds, 0.5% hits; in the data active means inhibition above about 36%;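 further: 0% = enzyme with DMSO and 100% = wells lacking enzyme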
# SIAE inh: inhibitors of human sialic acid acetylesterase SIAE | 370,000 compounds, 0.69% hits | Q9HAT2 | SIAE FP-Rh probe binding, fluorescence polarization | inhibition, % at 9.66 µM;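 active means inhibition above a cutoff: mean of compounds within the control limits plus 3 SD of those, cut at about 17% in these data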;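 further: 0% = plate median of compound wells and 100% = probe without SIAE protein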
# PRMT1 inh: blocks human protein arginine methyltransferase 1. inhibition, % at 2.79 µM. AID 652257. recombinant PRMT1, activity-based probe fluorescence polarization. 370,000 compounds, 1.3% hits;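 active means inhibition above about 21% made by adding two undisclosed values, limit read from the data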
# MBD2 DNA inh: MBD2-methylated oligo binding inhibition; 370,000 compounds, 0.31% hits; AID 686964; Q9UBB5; TR-FRET, MBD2 binding to methylated oligonucleotide; inhibition, % at 4.4 µM; in the data active means inhibition above about 13%
# Target sequence (Q9UBB5 whole entry, looked up): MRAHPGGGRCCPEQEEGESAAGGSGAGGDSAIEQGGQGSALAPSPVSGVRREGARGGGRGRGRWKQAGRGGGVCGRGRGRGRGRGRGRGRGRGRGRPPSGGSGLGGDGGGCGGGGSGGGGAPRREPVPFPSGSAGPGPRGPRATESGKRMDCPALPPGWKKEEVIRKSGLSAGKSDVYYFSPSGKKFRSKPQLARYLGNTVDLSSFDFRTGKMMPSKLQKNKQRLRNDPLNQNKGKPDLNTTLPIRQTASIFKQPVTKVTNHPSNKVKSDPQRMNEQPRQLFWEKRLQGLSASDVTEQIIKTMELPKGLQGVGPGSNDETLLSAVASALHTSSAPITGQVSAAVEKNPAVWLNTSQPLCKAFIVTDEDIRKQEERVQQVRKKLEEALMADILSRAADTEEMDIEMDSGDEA
# TDP2 absorb: TDP2 (human) inhibition, absorbance primary screen; O95551; recombinant TDP2, T5PNP hydrolysis, p-nitrophenol absorbance 415 nm; inhibition, % at 12.8 µM; 370,000 compounds, 0.34% hits; AID 720702;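 active means inhibition above the mean of all tested compounds plus 3 SD, set per campaign, cut at about 25% in these data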;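 further: 0% = DMSO with enzyme and 100% = buffer with substrate but no TDP2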
#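 Assay system: recombinant human TDP2 / Reagent: T5PNP substrate at 5 mM, a TopII-DNA adduct mimic / Measured by: epi absorbance from released p-nitrophenol / Evaluation: % inhibition relative to enzyme-containing and enzyme-free wells / Control set: enzyme-free and DMSO wells / Replicates: each compound tested once, singlicate / Schedule: enzyme reaction with compound for 2 h at 37 °C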
# TCR CD3 inh: blocks the human TCR-CD3 interaction | TAMRA-labeled TCR probe fluorescence, biochemical | inhibition, % at 9.4 µM | 360,000 compounds, 0.37% hits; in the data active means inhibition above about 19%;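 further: recombinant mutant TCR 2C K166C tagged with TAMRA read by polarization; 0% = receptor in buffer alone and 100% = receptor with positive control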
# rCAG binder: r(CAG) repeat RNA binding | TO-PRO-1 dye displacement fluorescence | inhibition, % at 3 µM | 370,000 compounds, 1.3% hits | AID 651821;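 active means inhibition above the plate cutoff, the mean of all test compounds on that plate plus 3 SD, cut at about 35% in these data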;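 further: 0% = DMSO alone and 100% = 100 µM mitoxantrone as full dye displacement; higher means more dye released from RNA so lower well fluorescence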
# mABHD4 FP: inhibits mouse alpha/beta hydrolase domain 4; 370,000 compounds, 0.54% hits; inhibition, % at 8.92 µM; purified mABHD4, FP-Rh probe fluorescence polarization; Q8VD66; AID 720543;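 active means inhibition exceeding the mean over every tested compound plus 3 SD, cut at about 30% in these data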;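 further: 0% = plate median of compound wells and 100% = S159A mutant with DMSO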
# Target sequence (Q8VD66 whole entry, looked up, the tested form may be a part): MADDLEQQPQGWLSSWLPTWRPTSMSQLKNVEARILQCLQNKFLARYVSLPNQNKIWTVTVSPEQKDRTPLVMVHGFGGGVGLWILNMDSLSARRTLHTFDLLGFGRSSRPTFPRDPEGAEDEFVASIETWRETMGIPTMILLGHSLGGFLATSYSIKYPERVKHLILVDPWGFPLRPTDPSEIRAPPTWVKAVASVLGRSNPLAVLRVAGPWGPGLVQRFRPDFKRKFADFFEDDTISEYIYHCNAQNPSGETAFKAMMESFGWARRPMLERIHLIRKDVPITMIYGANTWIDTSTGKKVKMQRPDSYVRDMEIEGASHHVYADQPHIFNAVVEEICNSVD
#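 Test system: mABHD4 protein; Read-out basis: % inhibition; Incubation: 45 min + 60 min at 25 °C; Repeats: single replicate; Technique: fluorescence polarization with parallel and perpendicular emission, 525/598 nm; Compound: 8.92 µM, single dose; Benchmarks: full inhibition S159A mutant plus DMSO, zero as sample-well median.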
# NPR2 activator: GC-B (human) receptor activation. activation, % at 10 µM. 370,000 compounds, 0.11% hits. P20594. AID 1920062. HEK293-GC-B cells, CNP EC30, cGMP TR-FRET; 0% at EC30 CNP, 100% saturating CNP;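 active means activation at 10 µM reaching about 35% in either raw or pattern-adjusted values, limit read from the data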
# LEDGF integ inh: blocks HIV-1 LEDGF/p75-dependent DNA integration. TR-FRET IN-LEDGF/p75 DNA integration, Eu/Cy5. inhibition, % at 3.7 µM. 370,000 compounds, 0.64% hits. AID 743269;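 active means inhibition above the screen-wide mean plus 3 SD, cut at about 13% in these data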;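 further: signal is the Cy5 over europium emission ratio at 671 and 618 nm; 0% = plate median of compound wells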
# Active calls of the source: *; . = no result given. These rows are one share of the data, so the mix of outcomes need not match the whole.
No.	SMILES	HTRA1 inh	SIAE inh	PRMT1 inh	MBD2 DNA inh	TDP2 absorb	TCR CD3 inh	rCAG binder	mABHD4 FP	NPR2 activator	LEDGF integ inh
1	COc1cc2[nH]c(=O)n(CCCCCC(=O)N3CCN(c4ccccc4)CC3)c(=O)c2cc1OC	0	0	3	-6	4	-11	5	6	0	0
2	Cc1ccc(-c2cc(C(=O)NCc3cnn(C)c3C)c3cc(Br)ccc3n2)cc1	-24	-27	0	2	18	8	9	0	-2	-1
3	Cc1ccc(S(C)(=O)=O)cc1S(=O)(=O)Nc1cccc(Cl)c1	6	6	-5	3	7	2	6	2	0	0
4	COc1cc(NC(=O)C(C)Oc2ccccc2)ccc1NC(=O)COc1ccccc1 (stereo unspecified)	-32	1	-1	-4	3	15	-5	-11	6	-2
5	Cc1ccc(NC(=O)c2nnn(-c3ccc4c(c3)OCCO4)c2N)cc1	-15	3	5	-1	0	-5	-3	-5	-3	-2
6	CC(C)c1ccc(NC(=O)NC(C)c2ccc3c(c2)OCO3)cc1 (stereo unspecified)	-32	-7	-1	-1	5	-1	-1	-15	7	-1
7	O=C1CCC(=O)c2oc3ccccc3c2N1	-1	2	2	-6	3	7	4	8	4	-1
8	CCCC1S/C(=N/N=C/c2ccc(C)cc2)N(Cc2ccc(OC)cc2)C1=O (stereo unspecified)	-4	2	-3	1	5	-3	1	1	0	0
9	CN(Cc1cccs1)C(=O)COc1cccc(-n2cnnn2)c1	4	-1	-1	-2	3	6	1	4	-1	-4
10	O=C(Nc1c(-c2ccccc2)nc2ccc(Cl)cn12)c1cccs1	-1	0	4	-1	-4	5	5	4	-5	2
11	COc1ccc(C2=NS(=O)(=O)N(C)C(C(=O)N3CCOCC3)=C2)cc1OC	-6	0	-5	2	1	0	3	0	1	0
12	CC(C)(C)c1ccccc1NC(=O)Cn1cnc2cc([N+](=O)[O-])ccc2c1=O	3	-1	-4	-6	2	2	10	-5	1	5
13	CN(CC(=O)Nc1ccc(Cl)cc1)C(=O)COc1ncnc2ccccc12	2	3	5	11	-5	-4	6	-1	-1	-5
14	NC(=S)NN=Cc1nccc2c(C(F)(F)F)cccc12	69*	6	-1	-5	3	-3	7	31*	-6	-3
15	O=C(Nc1ccc(Cl)cc1)Nn1cnnc1	0	1	-1	1	-14	2	-4	4	3	1
16	O=C1CCCN1c1ccc(C(=O)N(Cc2nnc(-c3ccc(Cl)cc3)o2)C2CC2)cc1	0	-1	0	4	17	-8	-5	-2	3	-1
17	COc1cc(Br)c(CC(=O)O)cc1OC	.	-6	-1	1	-11	-5	-3	6	9	1
18	OC(c1ccccc1)(c1ccccc1)C1CCN(CCCNc2cccc(Br)c2)CC1	.	6	-2	3	1	.	1	20	-14	-1
19	O=C(CC1Sc2ccccc2NC1=O)OC(C(=O)NCCc1ccccc1)c1cccnc1 (stereo unspecified)	8	-4	0	-1	-3	7	-3	1	-6	-2
20	COc1ccc(/C=N/NC(=O)c2ccn[nH]2)cc1COc1ccc(F)cc1	-27	-11	0	-7	-3	1	6	-21	-4	2
21	CC(C)CC(NC(=O)C(NC(=O)C1CCC(=O)N1C(=O)OCc1ccccc1)C(C)C)C(=O)N1CCCC1C(N)=O (stereo unspecified)	4	10	-4	0	-11	-8	-4	-4	0	0
22	CCOc1nc(SCCOc2ccccc2)nc(N(C)C)n1	-11	7	-1	2	-8	-1	-2	-6	-6	6
23	CCCCc1ccc(NC(=O)CN2C(=O)NC(Cc3ccccc3)C2=O)cc1 (stereo unspecified)	-4	-3	0	1	4	0	0	-4	2	1
24	CC(C)C(=O)Nc1ccc(C=C2C=Cc3ccccc32)cc1	.	-9	6	0	1	11	10	-9	0	4
25	Cc1cccc(NC(=O)C23CCC(C)(C2Br)C3(C)C)c1 (stereo unspecified)	-27	2	-1	-3	-2	7	-7	-6	-2	5
26	CCCN(C(=O)c1cc(S(=O)(=O)N2CCN(CC)CC2)ccc1Cl)C1CCS(=O)(=O)C1 (stereo unspecified)	8	9	-1	-1	9	-7	1	3	0	-4
27	O=C(O)c1ccc(CS(=O)(=O)c2c(Cl)cccc2Cl)o1	-4	15	-3	3	16	1	1	2	-5	0
28	CCN(CC)CCNC(=O)Cn1nc(-c2ccc(C)cc2)ccc1=O	3	12	3	-5	5	2	-2	-4	-1	-5
29	Cc1ccc2nc(-c3ccc(NC(=O)C(C)Sc4nncs4)cc3)sc2c1 (stereo unspecified)	-57	-22	-3	-9	-10	7	15	-23	2	1
30	c1ccc(-c2cc(NCCN3CCCCC3)c3ccccc3n2)cc1	-8	-5	-3	13	0	4	9	3	4	-2
31	COc1cccc2cc(C(C)N(CCCN3CCOCC3)C(=S)Nc3ccc(C)cc3)oc12 (stereo unspecified)	-6	2	3	-5	-1	-7	-3	6	-10	-1
32	O=C(CSc1nnc(CNc2ccc(Cl)cc2)o1)Nc1nc2c(s1)CCCC2	38*	5	3	-2	-1	-2	22	26	-4	-1
33	Cc1ccccc1Nc1nc(-c2cccnc2)nc2ccccc12	-43	-3	-2	-2	-5	1	3	-4	-12	8
34	Clc1ccc(SCCn2ccnc2)cc1	-1	0	8	7	-11	-8	1	-8	15	1
35	OCCC1CN(Cc2cccn2-c2ncccn2)CCN1CCc1ccccc1 (stereo unspecified)	4	1	3	-3	-1	-5	-7	3	-2	2
36	O=C(NC(=S)N1CCN(c2ccc(O)cc2)CC1)c1ccco1	8	3	6	-1	8	0	5	13	-5	2
37	Nc1nc(-c2ccccc2)cc(C(F)(F)F)n1	-3	0	-3	-3	-7	1	3	0	6	0
38	O=C(Nc1ccccc1F)c1cc(Cl)sc1Cl	-12	-4	2	-4	-1	0	-1	-3	-1	-3
39	CC(=O)c1ccc(Oc2cc(-c3ccccc3)nc(-c3ccccc3)n2)cc1	0	6	-1	2	-2	3	2	3	7	2
40	COCCOC(=O)c1c(C)n(C)c2ccc(OC(=O)c3cccs3)cc12	-1	-2	6	7	-3	-3	1	-17	-1	-4
41	COc1ccccc1CNC(=O)c1ccoc1C	-1	-3	3	0	2	-3	10	-4	-4	-3
42	O=C(CS(=O)(=O)c1ccc(F)cc1)NCCS(=O)(=O)c1ccccc1	3	-4	-2	-2	1	1	-2	4	2	0
43	C[C@@]12C(=O)N(Cc3ccccc3)CC(=O)N1[C@H]1c3ccccc3OC[C@@H]1[C@@H]2c1ccccc1	-18	-2	2	5	-5	-5	1	-15	-1	-1
44	COc1cccc2c(=S)c(CCC(C)=O)c(C)[nH]c12	12	1	8	0	0	-6	5	7	4	-3
45	Cc1sc2ncnc(N/N=C/c3ccc(O)cc3)c2c1C	20	-2	-6	0	3	1	8	18	-6	-3
46	Cc1ccc(O)c(C2=Nc3ccccc3N=C(c3cccs3)C2)c1	-29	-12	0	-1	1	8	5	-6	4	3
47	CC1(C(=O)NCc2cccc(Cl)c2)Cc2c(-c3ccc4c(c3)OCO4)ccnc2O1 (stereo unspecified)	.	-9	-2	-9	-3	4	1	5	-13	-1
48	CC1C(=O)N(Cc2ccc([N+](=O)[O-])cc2)c2ccccc2N1C(=O)c1c(F)cccc1F (stereo unspecified)	-10	-4	-5	0	8	1	-4	-12	-1	1
49	CN(C)c1cccc(/C=C2\CC3(OC(=O)c4cccc(F)c4)CCCN2C3)c1 (stereo unspecified)	.	-2	-1	3	-1	.	3	6	-4	4
50	Cc1cccc(C)c1OC(=O)CCN1C(=O)C2C3C=CC(C4CC34)C2C1=O (stereo unspecified)	-6	4	-2	-2	-9	5	-7	5	-2	0

# (continued)
No.	SMILES	HTRA1 inh	SIAE inh	PRMT1 inh	MBD2 DNA inh	TDP2 absorb	TCR CD3 inh	rCAG binder	mABHD4 FP	NPR2 activator	LEDGF integ inh
51	Cc1ccc(CNC(=O)c2cc(=O)c3cc(C)ccc3o2)cc1	-4	-1	1	3	0	-3	-1	-1	-1	-1
52	N/C(=N\OC(=O)CC1CCCCC1)c1ccncc1	2	5	-1	-5	-1	9	-5	0	0	0
53	O=C(NCc1ccco1)c1cc(-c2ccccc2)nn1CC1CC(c2cccc([N+](=O)[O-])c2)=NO1 (stereo unspecified)	-35	-14	3	-1	-2	1	8	-19	4	3
54	COc1ccc(/C=C/c2nc(N)nc(-c3ccccc3O)n2)cc1OC	-6	-65	0	5	4	0	4	-9	-5	-3
55	Cc1ccccc1OCC(=O)Nc1ccc(C)c(S(=O)(=O)N2CCCCCC2)c1	-41	-38	2	-4	0	10	1	-18	7	2
56	Cn1c(=O)c2c(nc(Br)n2CCc2ccccc2)n(C)c1=O	6	1	-1	1	7	-5	-8	-1	-4	0
57	Cc1ccc(NC(=O)CNS(=O)(=O)c2ccc(F)cc2)cc1C	-2	-7	-4	2	4	2	-1	2	1	-1
58	COc1cc(NC(=O)N2CCNC2=O)cc(C(=O)Nc2cccc(C(F)(F)F)c2)c1	-52	-18	2	-3	0	4	15	-24	1	-1
59	CC(SCC(=O)Nc1ccccc1)c1nc2ccccc2c(=O)[nH]1 (stereo unspecified)	0	1	0	-3	-2	-6	-4	-7	-1	2
60	Cc1ccc2nc3n(c(=O)c2c1)-c1ncccc1C(=O)NC3Cc1ccccc1 (stereo unspecified)	-1	-11	-4	0	-2	5	0	-4	-7	1
61	CCCCNC(=O)COC(=O)c1cc(C)oc1C	-4	-3	2	2	4	-4	-3	2	4	0
62	CC(C)N(Cc1nccn1C)C(=O)c1cc(COc2ccc(-n3cncn3)cc2)on1	6	3	-1	0	-7	3	-8	2	-4	1
63	COc1ccc(N2CCN(C(=O)CN(CCc3ccccc3)S(C)(=O)=O)CC2)cc1	3	0	-1	1	2	2	-8	7	2	4
64	Cc1[nH]c2ccc(C(=O)NCCCN3CCN(C)CC3)cc2c1C	4	3	4	2	-8	-8	-1	0	-1	-6
65	C=CCn1c(=O)c(C(=O)Nc2ccccc2S(N)(=O)=O)c(O)c2ccccc21	-10	-15	10	6	-16	-1	16	-33	4	-3
66	O=C1[C@H]2C[C@@]3(n4ccc5ccccc54)c4ccccc4N(S(=O)(=O)c4ccccc4)[C@H]3N2C(=O)CN1Cc1ccccc1	.	-6	-3	1	-8	.	10	-10	7	5
67	O=C(c1ccccc1NS(=O)(=O)c1ccc(Br)s1)N1CCCC1	0	0	1	-7	-13	-10	27	-2	3	-1
68	COCC(=O)N(c1ccc(C(C)(C)C)cc1)C(C(=O)NC(C)(C)C)c1cccnc1 (stereo unspecified)	.	9	2	2	-7	.	.	-3	-2	1

# Marked active in HTRA1 inh (from the list above):
no. | compound | HTRA1 inh | SIAE inh | PRMT1 inh | MBD2 DNA inh | TDP2 absorb | TCR CD3 inh | mABHD4 FP | NPR2 activator | LEDGF integ inh
14 | NC(=S)NN=Cc1nccc2c(C(F)(F)F)cccc12 | 69* | 6 | -1 | -5 | 3 | -3 | 31* | -6 | -3
32 | O=C(CSc1nnc(CNc2ccc(Cl)cc2)o1)Nc1nc2c(s1)CCCC2 | 38* | 5 | 3 | -2 | -1 | -2 | 26 | -4 | -1
